Compound activity deposited in PubChem BioAssay by several laboratories.
MC4R barr agon – MC4R agonists recruiting beta-arrestin, primary screen, cell-based, luminescence, agonist arm of biased-ligand search. U2OS MC4R beta-arrestin complementation; percent of melanotan II response, DMSO zero. activation, % at 8.9 µM. 0.98% of 360,000 active;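 active = activation above a per-plate cutoff, the mean activation of sample wells on that plate plus 3 SD, cut at about 8% in these data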
ABCB6 inh MLPCN – ABCB6 transporter inhibitors, primary screen, K562-ABCB6 cells, flow cytometry, MLPCN library; ATP-binding cassette sub-family B member 6 (Homo sapiens), Q9NP58; K562-ABCB6 porphyrin accumulation, 1 h; active compounds read low; fluorescence ratio to DMSO, % at 10 µM; 0.19% of 360,000 active; AID 602162, 2011;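 active = fluorescence ratio to DMSO below 75%, the collection mean minus 3 SD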;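 also: signal is porphyrin accumulated inside mitochondria; 100% equals median channel fluorescence of DMSO control wells; lower ratio means ABCB6 inhibition with less porphyrin fluorescence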
Exocytosis inh – LAMP-1 surface exposure blockers, TALL-104 cells – cell-based, flow cytometry, MLPCN library, primary screen | inhibition, % at 10 µM | TALL-104 LAMP-1 surface exposure; cells stimulated with thapsigargin and PMA | 0.66% of 360,000 active;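 active = inhibition above about 55%, limit read from the data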
MC4R antag cAMP – MC4R antagonists of cAMP signaling, primary screen, cell-based, TR-FRET, antagonist arm of biased-ligand search; MC4R-expressing cells, MTII-stimulated cAMP, LANCE TR-FRET; inhibition, % at 6.5 µM; 0.48% of 360,000 active; Melanocortin receptor 4 (Homo sapiens), P32245; AID 540295, 2011;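 active = inhibition above its plate's cutoff, the mean of tested wells on that plate plus 3 SD, cut at about 29% in these data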;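 also: 0% = Melanotan II alone and 100% = Melanotan II plus saturating MCL0020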
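System – human MC4R-expressing U2OS cells · Also added – Melanotan II · Dosing – one concentration, 6.5 µM nominal · Timing – 30-min compound, 1-h challenge, 1-h detection, room temperature · Measured by – Eu-cAMP/anti-cAMP TR-FRET, emission 671 nm · Replicates – singlicate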
PDI inh – inhibitors of human PDI, primary screen, biochemical, turbidity, single point, plate reader | Protein disulfide-isomerase (Homo sapiens), P07237 | PDI insulin aggregation turbidity, A650, 90 min | inhibition, % at 10 µM | 0.052% of 350,000 active | AID 588391, 2011;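 active = mean inhibition across replicates of 30% or more, whatever share of single replicates reach that level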;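 also: absorbance from insulin aggregation driven by PDI reduction with DTT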
Target sequence (P07237 whole entry, looked up): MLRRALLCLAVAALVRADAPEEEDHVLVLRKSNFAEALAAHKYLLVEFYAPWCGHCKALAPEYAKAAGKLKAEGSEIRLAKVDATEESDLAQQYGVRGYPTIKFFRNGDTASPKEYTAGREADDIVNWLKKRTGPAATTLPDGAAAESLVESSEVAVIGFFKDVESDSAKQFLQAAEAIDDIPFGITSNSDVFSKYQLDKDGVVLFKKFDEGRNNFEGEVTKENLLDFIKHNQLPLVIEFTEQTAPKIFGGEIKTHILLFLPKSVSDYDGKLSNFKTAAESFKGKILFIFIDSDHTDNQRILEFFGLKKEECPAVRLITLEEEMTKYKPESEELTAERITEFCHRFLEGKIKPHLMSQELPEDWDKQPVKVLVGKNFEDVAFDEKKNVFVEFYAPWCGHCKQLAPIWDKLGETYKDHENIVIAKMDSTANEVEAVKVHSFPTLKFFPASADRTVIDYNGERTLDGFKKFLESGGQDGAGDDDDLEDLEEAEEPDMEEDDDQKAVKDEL
ABHD5-PLIN5 inh – ABHD5-PLIN5 interaction inhibitors, primary screen, cell lysate, split luciferase complementation, luminescence. Perilipin-5 (Homo sapiens) + 1-acylglycerol-3-phosphate O-acyltransferase ABHD5 (Homo …. Split G. princeps luciferase complementation, 4 h. 0.78% of 360,000 active. inhibition, % at 4 µM;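 active = inhibition above the mean inhibition across every tested compound plus 3 SD, cut at about 22% in these data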;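 also: 0% = DMSO only wells and the 100% control is not disclosed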
HTR2A ag – mouse Htr2a agonists via beta-arrestin recruitment, primary screen, cell-based, luminescence | activation, % at 7.6 µM | 0.66% of 360,000 active | CHO-K1 mHTR2A beta-arrestin complementation; percent of 30 µM serotonin response | 5-hydroxytryptamine receptor 2A (Mus musculus), P35363;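 active = activation above a run cutoff, the mean activation of all tested compounds plus 3 SD, cut at about 14% in these data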;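 also: 0% = plate median of compound wells and 100% = 30 µM serotonin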
Target sequence (P35363 whole entry, looked up): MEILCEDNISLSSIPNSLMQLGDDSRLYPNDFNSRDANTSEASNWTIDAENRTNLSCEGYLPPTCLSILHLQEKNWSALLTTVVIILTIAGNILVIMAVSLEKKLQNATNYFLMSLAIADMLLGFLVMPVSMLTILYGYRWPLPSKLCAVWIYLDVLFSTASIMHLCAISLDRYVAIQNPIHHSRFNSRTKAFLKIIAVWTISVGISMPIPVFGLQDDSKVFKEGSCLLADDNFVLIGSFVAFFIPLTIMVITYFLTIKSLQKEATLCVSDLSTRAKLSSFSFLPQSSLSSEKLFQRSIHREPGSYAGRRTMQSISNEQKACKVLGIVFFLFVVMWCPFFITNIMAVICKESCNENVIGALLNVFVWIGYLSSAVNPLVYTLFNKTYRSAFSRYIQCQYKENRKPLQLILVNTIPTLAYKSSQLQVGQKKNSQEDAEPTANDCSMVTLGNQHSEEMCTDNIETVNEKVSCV
N-glyco inh – increase of ERlucT glycosylation luciferase signal, primary screen, N-linked glycosylation inhibitor project, D54 ERlucT cells, luminescence, set 2; D54 ERlucT glycosylation luciferase reporter, 24 h; percent of 100 nM tunicamycin response; reporter increase, % at 12.5 µM; AID 588692, 2011; 0.23% of 360,000 active;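 active = mean luciferase reporter signal, scaled so untreated is 0 and the glycosylation-blocking control 100, at or above a set limit in every replicate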;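 also: luciferase carries N-glycosylation sites so blocking glycosylation raises the light; 0% = median of neutral control wells and 100% = median of 100 nM tunicamycin wells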
CaV13 ICDI inh – Disruptors of the CACNA1D IQ motif to Ca2+-dependent inactivation inhibitor domain association, primary screening, Förster resonance energy transfer in intact living …; HEK cells, CFP/YFP FRET ICDI-IQ, plate reader, 10 min; percent FRET-ratio fall versus neutral wells; inhibition, % at 12.3 µM; 0.098% of 340,000 active; AID 743397;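 active = mean replicate inhibition of at least 30% and at least 1% of replicates passing that level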;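 also: 0% = median of the neutral control wells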
H9c2 protect – cardioprotection against H2O2-induced cell death, primary screen, uHTS, H9c2 cells, ATPLite luminescence; 0.63% of 360,000 active; H9c2 cardiomyocytes, H2O2 injury protection, 2 h; protection from H2O2 cell death, % at 20 µM;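 active = compounds giving at least 50% protection of heart cells from peroxide-induced death in the single-dose screen, raw or plate-pattern-corrected value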;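 also: 0% = DMSO wells with peroxide and 100% = DMSO wells without peroxide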
An asterisk follows results filed as active; nt = no result given.

SMILES	MC4R barr agon	ABCB6 inh MLPCN	Exocytosis inh	MC4R antag cAMP	PDI inh	ABHD5-PLIN5 inh	HTR2A ag	N-glyco inh	CaV13 ICDI inh	H9c2 protect
Cc1ccc(N2CC(C(=O)N/N=C/c3cccc([N+](=O)[O-])c3)CC2=O)cc1 (centres undefined)	1.6	95	-7	1	0	-4	1	4	-1	6
O=C(NC1CCOc2ccccc21)C1CCCC1 (centres undefined)	-2.1	99	-10	6	-9	4	2	2	-4	0
O=C1C2C3C=CC(C2C(=O)N1c1ccccc1O)C1C2C(=O)N(c4ccccc4O)C(=O)C2C31 (centres undefined)	-1.2	99	1	-7	6	2	-2	-2	-4	0
COc1ccc(CNCc2ccc3c(c2)OCO3)cc1Br	-0.7	96	7	-2	-12	3	3	1	-14	-3
COc1ccc(C(=O)NCC(=O)NCC(=O)OCC(=O)c2cccs2)cc1	-0.3	95	0	21	5	4	2	-3	-3	6
Cc1ccc(NC(=O)COC(=O)c2ccco2)cc1S(=O)(=O)N1CCOCC1	2.9	91	0	1	0	-4	0	2	-3	2
CCN(CC)Cc1c(O)c(Cl)cc2c(C)cc(=O)oc12	-2.7	101	3	3	-1	2	-3	-1	35*	1
COc1ccc(-c2nnc(SCc3ccc(C(=O)O)cc3)n2C)cc1OC	-0.6	101	-3	5	5	5	7	1	-7	1
Cc1noc(C)c1S(=O)(=O)Nc1ccc2c(c1)C(=O)N([C@H](C)CO)C[C@H](C)[C@H](CN(C)S(=O)(=O)c1ccc(Cl)cc1)OCCCC[C@@H](C)O2	nt	101	24	nt	nt	10	5	-3	-7	-3
Cc1cccc(OCCCCN2CCNCC2)c1	1.2	99	-2	8	12	0	-2	1	-5	5
O=C(Nc1oc2ccc(Cl)cc2c(=O)c1-c1ccc(F)cc1)c1ccco1	-3.1	97	-1	9	-2	-6	-1	-3	-3	2
Cc1n[nH]c(=S)n1/N=C/c1c(O)ccc2ccccc12	-2.2	103	-2	-6	-4	0	1	0	-21	7
Cc1cccc(N=Nc2c(N)n[nH]c2N)c1	-0.6	94	2	0	1	6	4	0	-20	7
COc1ccc(-c2cc(C(F)(F)F)n3nc(C(=O)N4CCCC4)cc3n2)cc1	1.1	101	-3	8	-6	5	9	2	nt	-10
CC(C)(C)NC(=O)COC(=O)c1ccc(Cl)nc1	-0.8	100	-5	6	9	2	2	3	-5	9
COc1ccc(C)cc1NC(=O)C1CCC(CNc2c(N3CCOCC3)c(=O)c2=O)CC1 (centres undefined)	-2.0	101	2	8	-1	2	-1	0	-7	-11
Cc1ccc(N(C)C(=O)C2CCCN2S(=O)(=O)c2ccc3c(c2)n(C)c(=O)c(=O)n3C)cc1 (centres undefined)	-0.7	95	0	12	-4	-4	2	1	-2	2
O=C(NC(=S)N(CCO)Cc1ccccc1)c1ccc(S(=O)(=O)N2CCCC2)cc1	-3.5	101	-7	24	-2	-5	-3	0	-3	2
CCCCNC(=O)c1ccc(CS(=O)(=O)Cc2ccccc2F)o1	-1.5	94	-1	8	-3	-4	-1	1	-6	3
O=C(NCc1cccs1)[C@@H]1CCCN1S(=O)(=O)c1ccccc1F	-1.7	95	-3	-2	5	-2	-1	1	-6	-8
O=C1Nc2ccccc2C1Cc1ccccn1 (centres undefined)	-2.7	95	0	-9	-7	-2	-7	3	-2	5
O=C(CN1CCC(NC(=O)C2CC2)CC1)Nc1ccccc1[N+](=O)[O-]	-0.8	101	-4	6	12	4	0	1	-7	6
Clc1cccc(NCc2nnc(SCc3ccc(Cl)cc3Cl)o2)c1	1.4	102	2	-7	-5	-16	-4	1	-7	-23
CC(=O)c1c(CSc2ccccc2)oc2ccc(O)c(CN(C)C)c12	1.0	98	66*	13	2	12	-6	-2	-3	2
Cc1cccc(NC(=O)CCC(=O)N/N=C/c2ccc(O)cc2O)c1	-0.6	99	-6	0	2	8	0	5	-4	69*
COc1ccc(-c2ccc3oc(-c4ccc(OC)cc4)c(-c4cc(OC)c(OC)c(OC)c4)c3c2)cc1	-1.4	104	0	5	-7	-4	-5	0	-10	4
CSc1n[nH]c2nc3c(c(=O)n12)C1(CCCC1)Cc1ccccc1-3	-1.6	102	1	11	-2	-9	0	1	-3	2
Cc1nnc(SCC(=O)NC(C)(C)C)n1NCc1c(F)cccc1Cl	1.2	99	1	-1	-9	5	3	2	-11	3
CCC(=O)Nc1ccc(S(=O)(=O)N2CCCCC2)cc1OC	-1.9	106	0	-3	-2	-6	-2	-1	-5	0
CCCNC(=O)c1ccc2c(c1)nc(C)n2-c1cccc(C)c1	0.4	97	-3	3	-5	11	-1	0	-2	3
Cc1ccc2c(c1)COc1c3ccc(C(=O)O)cc3nn1-2	0.4	100	-1	5	0	0	5	-17	-11	-11
O=C(CC(=O)Nc1cccc(Cl)c1)N/N=C\c1ccccc1	-0.9	99	-3	-1	11	-7	-2	0	-5	-9
CC(c1ccccc1)C1NC(C(=O)O)CS1 (centres undefined)	2.0	92	0	-2	1	-4	7	1	-4	10
CC1(C)Cc2cccc(OCC(=O)Nc3ccccc3C(F)(F)F)c2O1	0.2	96	-6	-3	-3	9	2	-3	-3	-7
Cc1ccc(S(=O)(=O)c2cn(C)c3cc(N4CCOCC4)c(F)cc3c2=O)cc1	-1.5	91	-3	10	-12	-5	1	2	-7	9
O=C(c1ccc(NC(=S)NCc2ccco2)cc1)N1CCOCC1	-1.1	101	-3	0	-2	-1	3	0	-5	-1

Reformatted with two lines to a compound: part of the list above.
Below each SMILES: MC4R barr agon	ABCB6 inh MLPCN	Exocytosis inh	MC4R antag cAMP	PDI inh	ABHD5-PLIN5 inh	HTR2A ag	N-glyco inh	CaV13 ICDI inh	H9c2 protect
Cc1cccc(NC(=O)CCC(=O)N/N=C/c2ccc(O)cc2O)c1
 : -0.6	99	-6	0	2	8	0	5	-4	69*
COc1ccc(-c2ccc3oc(-c4ccc(OC)cc4)c(-c4cc(OC)c(OC)c(OC)c4)c3c2)cc1
 : -1.4	104	0	5	-7	-4	-5	0	-10	4
CSc1n[nH]c2nc3c(c(=O)n12)C1(CCCC1)Cc1ccccc1-3
 : -1.6	102	1	11	-2	-9	0	1	-3	2
Cc1nnc(SCC(=O)NC(C)(C)C)n1NCc1c(F)cccc1Cl
 : 1.2	99	1	-1	-9	5	3	2	-11	3
CCC(=O)Nc1ccc(S(=O)(=O)N2CCCCC2)cc1OC
 : -1.9	106	0	-3	-2	-6	-2	-1	-5	0
CCCNC(=O)c1ccc2c(c1)nc(C)n2-c1cccc(C)c1
 : 0.4	97	-3	3	-5	11	-1	0	-2	3
Cc1ccc2c(c1)COc1c3ccc(C(=O)O)cc3nn1-2
 : 0.4	100	-1	5	0	0	5	-17	-11	-11
O=C(CC(=O)Nc1cccc(Cl)c1)N/N=C\c1ccccc1
 : -0.9	99	-3	-1	11	-7	-2	0	-5	-9
CC(c1ccccc1)C1NC(C(=O)O)CS1 (centres undefined)
 : 2.0	92	0	-2	1	-4	7	1	-4	10
CC1(C)Cc2cccc(OCC(=O)Nc3ccccc3C(F)(F)F)c2O1
 : 0.2	96	-6	-3	-3	9	2	-3	-3	-7
Cc1ccc(S(=O)(=O)c2cn(C)c3cc(N4CCOCC4)c(F)cc3c2=O)cc1
 : -1.5	91	-3	10	-12	-5	1	2	-7	9
O=C(c1ccc(NC(=S)NCc2ccco2)cc1)N1CCOCC1
 : -1.1	101	-3	0	-2	-1	3	0	-5	-1

The list continues.
SMILES	MC4R barr agon	ABCB6 inh MLPCN	Exocytosis inh	MC4R antag cAMP	PDI inh	ABHD5-PLIN5 inh	HTR2A ag	N-glyco inh	CaV13 ICDI inh	H9c2 protect
CN(CC(=O)Nc1ccccc1C(F)(F)F)Cc1c(O)ccc2ccccc12	2.2	85	16	-3	1	10	6	1	-3	1
CC1CCCC(NC(=O)COC(=O)c2cc(=O)[nH]c3ccccc23)C1C (centres undefined)	-1.6	103	14	-3	-13	12	4	-2	-2	8
COc1ccc(-c2oc3ccc(N4CCOCC4)cc3c2C#CC2(O)CCCCC2)cc1	19*	101	-6	33*	4	-1	1	10	-6	-5
CC(=O)c1cccc(NC(=O)CCCNC(=O)c2ccc(Cl)cc2)c1	-0.6	100	-6	12	-4	0	0	1	-4	3
COc1ccc(N2CCN(c3nc(NCCO)nc(N4CCOCC4)n3)CC2)cc1	0.0	101	0	0	-2	6	0	1	-4	-2
O=C(/C=C/c1cccnc1)c1ccc([N+](=O)[O-])cc1	-0.6	96	-14	11	-4	57*	-3	35*	-8	-11
COc1cc2c(cc1OC)C(C)N(C(=O)Nc1cc(C)cc(C)c1)CC2 (centres undefined)	-0.7	101	14	-16	1	5	-6	20	-6	-4
CC(C)(C)c1ccc(NC(=O)c2ccc3c(c2)S(=O)(=O)c2ccccc2C3=O)cc1	-0.8	89	-5	2	-2	1	6	2	-9	-8
COc1ccc(N(C)S(=O)(=O)c2cccc(C(=O)Nc3nc(C)c(C(C)=O)s3)c2)cc1	-0.7	93	-1	13	0	-1	16*	1	-3	-2
Cc1ncc(CN2CCN(CCc3ccccc3)C(CCO)C2)s1 (centres undefined)	2.0	93	-2	13	-7	-2	-6	2	7	-9

Not a hit list; about 4.2% have a hit in one of these screens.
